esBAF inh: SWI/SNF esBAF complex inhibition; mouse ES cells, Bmi1-luciferase knock-in reporter, 24 h; 100% = twice the neutral-well signal; reporter increase, % at 12.5 µM; 350,000 compounds, 2% hits; AID 602393; in the data active = activation above about 40%; inconclusive = no clear call, values can overlap the other calls;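 note: 0% = median of the plate's neutral control wells and 100% = double that signal; a rise in the Bmi1 reporter signal indicates esBAF inhibition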
SIRT5 block: inhibitors of human sirtuin-5 desuccinylase | inhibition, % at 15 µM | AID 652115 | Purified SirT5, succinyl-peptide AMC, trypsin-coupled fluorescence | Q9NXA8 | 330,000 compounds, 1.1% hits; in the data active = inhibition above about 15%; inconclusive = no clear call, values can overlap the other calls
Target sequence (Q9NXA8 whole entry, looked up): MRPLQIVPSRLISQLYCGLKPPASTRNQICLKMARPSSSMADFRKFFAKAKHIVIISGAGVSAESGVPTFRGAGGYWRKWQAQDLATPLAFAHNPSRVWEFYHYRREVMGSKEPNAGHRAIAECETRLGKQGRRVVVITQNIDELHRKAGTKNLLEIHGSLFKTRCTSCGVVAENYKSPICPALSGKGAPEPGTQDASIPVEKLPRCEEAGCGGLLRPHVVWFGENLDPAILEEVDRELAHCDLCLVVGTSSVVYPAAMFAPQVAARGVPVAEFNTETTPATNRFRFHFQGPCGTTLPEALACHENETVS
LGR2 inh: inhibitors of bursicon-induced Drosophila LGR2 receptor cAMP signaling | HEK293 LGR2, CRE-luciferase, bursicon-stimulated, 4 h | inhibition, % at 9.99 µM | 380,000 compounds, 0.35% hits | AID 720647;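 active = drop in luminescence signal, shown as inhibition above about 50% in the replicate tests, limit read from the data, passing the limit was not always enough; inconclusive = probably only some replicates passing the limit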;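 note: agonist challenge used bursicon conditioned medium at about half maximal strength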
Statin myotox sup: protects C2C12 myotubes from simvastatin toxicity. 330,000 compounds, 0.78% hits. ATP luminescence, 48 h; scaled: DMSO 0, geranylgeraniol control 100. AID 602340. rescue of ATP level, % at 7.49 µM;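 active = mean ATP rescue above about 67%, or every replicate alone reaching that limit, limit read from the data, passing the limit was not always enough; inconclusive = no clear call, values can overlap the other calls; inactive = mean under the limit and some replicate under it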;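 note: myotubes were challenged with 10 µM simvastatin during compound exposure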
CASP6 VEID inh: blocks human caspase-6 cleavage activity; P55212; purified caspase-6, Z-VEID-R110 cleavage fluorescence; inhibition, % at 12.5 µM; 350,000 compounds, 0.53% hits;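 active = mean inhibition across replicates at least about 35%, with every replicate also reaching that limit, limit read from the data; inconclusive = only one of the two criteria met; inactive = neither criterion met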;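 note: 0% = median of neutral control wells and 100% = no fluorescence left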
Target sequence (P55212 24-179 limits assumed): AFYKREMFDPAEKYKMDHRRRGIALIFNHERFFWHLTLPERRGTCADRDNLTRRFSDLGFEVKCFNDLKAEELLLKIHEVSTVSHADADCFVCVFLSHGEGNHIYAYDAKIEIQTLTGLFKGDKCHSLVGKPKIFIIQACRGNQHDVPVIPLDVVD
Target sequence (P55212 194-293 limits assumed): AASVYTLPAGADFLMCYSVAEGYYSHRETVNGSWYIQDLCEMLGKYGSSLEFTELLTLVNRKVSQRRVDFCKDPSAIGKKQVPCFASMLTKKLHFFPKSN
FN deposition inh: fibronectin deposition inhibition | AH1F fibroblasts, Alexa488-fibronectin deposition fluorescence, overnight | inhibition, % at 12.6 µM | 350,000 compounds, 0.086% hits | AID 743247;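 active = mean inhibition across replicates of 30% or more, regardless of how many single replicates reach that level; inconclusive = mean under 30% yet at least half of replicates reach 30%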;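 note: positive control wells lacked labelled fibronectin entirely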
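Material: AH1F fibroblasts assembling fluorescent fibronectin matrix; amount: 10000 AH1F cells/well; medium: DMEM, 2% serum; reagent: Alexa488-fibronectin, 24 nM final in well; dosing: single compound dose, delivered by pin transfer; incubation: 1 h adhesion, overnight exposure; detection: fluorescence after three HBSS washes, excitation 485 nm, emission 525 nm; measure: fibronectin deposition inhibition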
S100A4 inh HTS: blocks human S100A4 binding to myosin IIA peptide; P26447; S100A4/TAMRA-MyoIIA peptide fluorescence polarization; inhibition, % at 10.7 µM; 360,000 compounds, 0.14% hits; AID 652163;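 active = mean inhibition of at least 70% across replicates, with every replicate also reaching that level; inconclusive = mean inhibition reaches 70% but some replicates fall short; inactive = mean inhibition below 70%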
Target sequence (P26447 whole entry, looked up): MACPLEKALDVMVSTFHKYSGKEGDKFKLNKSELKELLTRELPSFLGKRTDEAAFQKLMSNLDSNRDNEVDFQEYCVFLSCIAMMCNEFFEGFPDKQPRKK
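Test system: S100A4 monomer protein; Medium: HEPES pH 7.2 with CaCl2, KCl, NaCl, DTT, Triton; Probe or stimulus: TAMRA-labelled myosin IIA heavy-chain peptide probe, 5 nM; Doses: one dose per compound; Times: polarization read 5 min after assay mix addition, stable 5–60 min; Benchmarks: neutral control DMSO, positive control TFP.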
* hit, by the source's call; ? = inconclusive; . = no result given. Only part of the results is shown (hit frequency here may not be typical).

SMILES	esBAF inh	SIRT5 block	LGR2 inh	Statin myotox sup	CASP6 VEID inh	FN deposition inh	S100A4 inh HTS
CSc1cccc(NC(=O)CN(C)S(=O)(=O)c2cnc[nH]2)c1	-8	-1	4	-3	5	-6	2
O=C(CCCCCn1c(=O)[nH]c2ccccc2c1=O)NCCCN1CCN(c2ccccc2F)CC1	18	.	.	12	.	-12	.
CCOC(=O)c1c(N)c(C#N)c2n1CCCC2	9	.	14	113*	.	.	.
C[C@H](CO)N1C[C@H](C)[C@H](CN(C)Cc2ccncc2)Oc2ccc(NS(=O)(=O)c3cccs3)cc2CC1=O	0	.	-7	-16	.	.	.
NC(=O)COC(=O)c1cccc(S(=O)(=O)N2CCN(c3ccccc3)CC2)c1	.	-4	-8	.	5	.	2
O=C(Nc1ccccc1)N1C[C@@H]2[C@H](c3ccccc31)[C@H](CO)N2Cc1cocn1	7	1	-18	36	3	-2	3
Cc1cccc(Oc2ncnc(N)c2[N+](=O)[O-])c1	-7	.	2	6	.	8	.
CCC(=NCc1ccccc1)C1=C(O)C(C(=O)OC)C(C)(C)CC1=O (stereo not given)	5	.	7	-6	.	.	.
CCC(=O)Nc1ccc2c(c1)C(=O)N(C)[C@H]1CC[C@H](CC(=O)NCCc3ccccc3)O[C@H]1CO2	-2	1	-8	-1	-2	-12	-4
C[C@H]1CN([C@@H](C)CO)C(=O)c2c(c3ccccc3n2C)-c2ccccc2CO[C@@H]1CN(C)Cc1cccc(O)c1	.	10	4	.	-1	-2	16
CCCCNC(=O)C[C@@H]1C[C@@]2(C(=O)OC)CC(C)(C)CC=C2N(Cc2ccc3c(c2)OCO3)C1=O	.	.	26	.	2	3	10
CCOc1ccc2nc(NC(=O)CN3CCC(n4nnc5cc(C(F)(F)F)ccc54)CC3)sc2c1	1	.	.	-23	.	9	.
C/C(=C(\C#N)C(=O)NCc1ccccc1)N(C)C	2	.	-14	6	.	.	.
C[C@@H]1CCCCO[C@H](CN(C)Cc2ccc(C(F)(F)F)cc2)[C@@H](C)CN([C@H](C)CO)C(=O)c2cc(NC(=O)Nc3ccc4c(c3)OCO4)ccc2O1	7	8	9	.	0	.	43
C[C@H](CO)N1C[C@H](C)[C@@H](CN(C)S(=O)(=O)c2ccc(F)cc2)OCCCC[C@H](C)Oc2ccc(NS(=O)(=O)c3cccs3)cc2C1=O	8	5	4	.	-3	.	-1
O=C(NCc1cn(-c2ccccc2)nc1-c1ccc(F)cc1)c1cccc([N+](=O)[O-])c1	-7	-4	0	-6	-1	-6	-2
CCc1nc2ccc(C(=O)NCc3ccc4c(c3)OCO4)cn2c1N(C)C(=O)Cc1ccccc1	3	-1	15	-1	-11	6	7
Cc1ccc(N2C(=O)C3ON(c4ccccc4)C(CC(C)C)C3C2=O)cc1 (stereo not given)	.	1	-18	.	1	-5	3
CC(C)NC(=O)N(C)C[C@H]1Oc2ccc(N(C)C)cc2CC(=O)N([C@H](C)CO)C[C@H]1C	0	-4	4	-17	1	.	-5
Cc1cc(C(=O)COC(=O)C2=NNC(=O)CC2)c(C)n1-c1cccc(C(F)(F)F)c1	-9	.	-4	-3	.	6	.
COc1ccccc1Nc1nc(N)nc(CN2CCN(c3ccccc3)CC2)n1	0	.	.	5	.	0	.
CC(C)N(CCCNC(=O)Cn1ncc2c([nH]c3ccccc32)c1=O)Cc1ccccc1	-9	-1	8	-18	-5	4	-4
COc1ccc(-c2c(C(=O)c3ccccc3)[nH]c(N)c2C(=O)NCc2ccccc2)cc1OC	.	-2	-17	.	-4	7	4
Cc1nc(NC(=O)COC(=O)CCC(=O)c2cccs2)c(Cl)cc1Cl	.	-1	-11	.	0	-2	0
C(=N\n1cnnc1)/c1cn(Cc2ccccc2)c2ccccc12	3	.	-16	31	.	.	.

The last 2 entries of the section above come first, to join the parts:
SMILES	esBAF inh	SIRT5 block	LGR2 inh	Statin myotox sup	CASP6 VEID inh	FN deposition inh	S100A4 inh HTS
Cc1nc(NC(=O)COC(=O)CCC(=O)c2cccs2)c(Cl)cc1Cl	.	-1	-11	.	0	-2	0
C(=N\n1cnnc1)/c1cn(Cc2ccccc2)c2ccccc12	3	.	-16	31	.	.	.
COc1ccc([C@H]2C[C@H](n3cc(C4CC4)nn3)[C@@H](O)CN2C(=O)C2CCCCC2)cc1	-4	-1	1	7	2	18	0
Cn1cnc(S(=O)(=O)N2CCCCN3[C@H](C2)[C@H](c2ccc(C#CC4CC4)cc2)[C@@H]3CO)c1	.	2	.	.	0	.	-3
Cc1ccc(S(=O)(=O)N(C)C)cc1NC(=O)c1cccnc1Oc1ccccc1	.	3	2	.	3	-6	-3
O=C(Cn1ncc2c3ccccc3n(Cc3ccccc3)c2c1=O)NCCCN1CCOCC1	5	0	-14	1	-4	8	2
COc1cc(CC(=O)OCC(=O)Nc2cc([N+](=O)[O-])ccc2Cl)cc(OC)c1OC	-4	.	.	7	-1	3	3
Cc1ccc(S(=O)(=O)Nc2cccc3c2O[C@@H](CN(C)S(=O)(=O)c2ccc(F)cc2)[C@H](C)CN([C@H](C)CO)C3=O)cc1	-2	.	13	-27	.	.	.
CSc1ccc(/C=N/NC(=O)C[n+]2ccccc2)cc1	3	3	15	3	-7	0	-1
O=C(NC1CCCCC1)C(c1ccccc1)N(C(=O)c1csnn1)C1CCCC1 (stereo not given)	-8	3	10	18	4	-2	-4
Cc1ccc(S(=O)(=O)N[C@H]2C=C[C@@H](CC(=O)NCc3ccccc3F)O[C@H]2CO)cc1	0	-1	5	10	2	.	30
COc1ccc(/C=N/NC(=O)c2c(-c3ccccc3)noc2C)cc1	4	-2	-1	-4	1	10	-2
CCOP(=O)(OCC)C(NC(=O)c1ccc(OC)cc1)c1ccccc1 (stereo not given)	.	-7	4	.	-2	-14	-11
CN1C(=O)c2cc(NC(=O)C3CC3)ccc2OC[C@H]2O[C@H](CC(=O)NCCc3ccncc3)CC[C@H]21	-4	0	10	-6	2	4	-3
COCc1cc(C)nc2sc(C(=O)Nc3ccccc3OC)c(N)c12	10	-2	-39	0	2	1	-3
CC(=O)Nc1nnc(-c2ccc(Cl)s2)o1	0	-1	5	-13	0	-2	-6
COC(=O)c1cc(NS(=O)(=O)c2ccc(F)cc2)ccc1N1CCOCC1	.	-9	-1	.	-3	6	0
Cc1cn([C@H]2C[C@H](O)[C@@H](CNC(=O)[C@H](N)Cc3cn(COCc4ccccc4)cn3)O2)c(=O)[nH]c1=O	-5	.	14	-1	1	5	-5
CC(C)CNC(=O)C1(C)CCCN1Cc1ccc(S(C)(=O)=O)cc1 (stereo not given)	1	1	-11	3	-5	5	-2
CCOC(=O)[C@H]1[C@H]2COc3ccc(C)cc3[C@@H]2N2C(=O)CN(Cc3ccc(OC)cc3)C(=O)[C@@]12C	-4	.	7	-4	.	4	-5
CC(C)c1cc(NCCN2CCOCC2)n2c(nc3ccccc32)c1C#N	.	2	4	.	-2	-6	-7
CCC(=O)Nc1ccc2c(c1)OC[C@@H](C)N(C(=O)COC)C[C@@H](C)[C@H](OC)CN(C)C2=O	-3	-5	-4	13	0	-9	6
O=C(NC1CC2CCCC(C1)N2S(=O)(=O)c1ccccc1)c1ccccc1 (stereo not given)	-1	.	.	5	.	-2	.
COc1ccc(/C=N/Nc2ncnc3scc(-c4ccccc4)c23)cc1OC	-14	.	1	-31	.	.	.
N#Cc1ccc(S(=O)(=O)NCC(=O)OCC(=O)N2CCCC2=O)cc1	-2	-3	10	-11	0	-3	5
CCC(C)(C)n1nnnc1C(c1cc(OC)ccc1OC)N1CCC(C(N)=O)CC1 (stereo not given)	-5	.	.	-10	.	-2	.
CO[C@@H]1CN(C)C(=O)c2cc(NC(=O)NC(C)C)ccc2OC[C@@H](C)N(Cc2cncnc2)C[C@@H]1C	2	.	14	-9	.	-4	.

Some of the entries above, set out differently:
> CSc1ccc(/C=N/NC(=O)C[n+]2ccccc2)cc1
  esBAF inh = 3; SIRT5 block = 3; LGR2 inh = 15; Statin myotox sup = 3; CASP6 VEID inh = -7; FN deposition inh = 0; S100A4 inh HTS = -1

> CCC(=O)Nc1ccc2c(c1)OC[C@@H](C)N(C(=O)COC)C[C@@H](C)[C@H](OC)CN(C)C2=O
  esBAF inh = -3; SIRT5 block = -5; LGR2 inh = -4; Statin myotox sup = 13; CASP6 VEID inh = 0; FN deposition inh = -9; S100A4 inh HTS = 6

(list continues)
SMILES	esBAF inh	SIRT5 block	LGR2 inh	Statin myotox sup	CASP6 VEID inh	FN deposition inh	S100A4 inh HTS
O=C(CC1Oc2ccccc2NC1=O)NCCCN1CCCC1=O (stereo not given)	9	.	7	-7	0	-3	0
Cc1ccc(-c2nnn(CC(=O)N(CCN3CCOCC3)C(C(=O)NC3CCCC3)c3ccncc3)n2)o1 (stereo not given)	-2	-9	5	0	1	.	6
CC12CCC(/C(=C/NNc3ccc([N+](=O)[O-])cc3[N+](=O)[O-])C1=O)C2(C)C (stereo not given)	-3	-1	14	3	2	0	-1
CCCC#Cc1cnc2c(c1)C(=O)N([C@@H](C)CO)C[C@@H](C)[C@H](CN(C)Cc1ccncc1)O2	0	8	-9	9	1	-6	2
CC[C@H]1c2[nH]c3ccccc3c2C[C@@H]2C(=O)N(c3ccc(F)cc3)C(=O)N21	1	1	-5	5	2	.	1
O=C(O)c1ccc(CS(=O)(=O)c2c(Cl)cccc2Cl)o1	1	-6	-5	0	6	0	-3
COc1cc(NC2c3ccccc3C(=O)N2c2ccc(C)cn2)cc(OC)c1OC (stereo not given)	?	1	39	2	0	0	12
CCc1c(C)c2ccc(OCC(=O)OC(C)C)c(C)c2oc1=O	22	.	-15	11	.	-21	-4
Cc1c(C)c2ccc(OC(C)C(=O)NC3CC(C)(C)NC(C)(C)C3)cc2oc1=O (stereo not given)	-1	-22	10	-2	6	-5	-2
CCOc1ccc(NC(=O)C/C(C)=N/NC(=O)c2cnccn2)cc1	6	-2	-7	0	-5	8	-1
CCNC(=O)C1(C)CCCN(C(=O)/C=C/c2ccccc2)C1 (stereo not given)	7	.	4	1	-1	2	-15
Cc1ccc(S(=O)(=O)n2ccc3c2CCCC3=O)cc1	-6	-3	-10	0	1	10	-2
O=C(CSc1nnc(-c2ccc(S(=O)(=O)N3CCOCC3)cc2)o1)c1ccccc1F	-2	.	.	7	.	6	.
O=C(O)CN1C(=O)NC2(CCCc3ccccc32)C1=O (stereo not given)	-2	-2	-5	-3	21	1	-6
CN(C)/C=C(\C#N)C(=O)N/N=C/c1ccc(Cl)cc1	.	1	8	.	0	-21	3
Cc1ccc(S(=O)(=O)Cn2nnnc2CN2CCOCC2)cc1	3	0	-8	1	0	.	-1
C[C@H](NC(=O)C[C@H]1C=C[C@H](NC(=O)c2cccnc2)[C@H](CO)O1)c1ccccc1	-3	2	7	1	-2	-6	0
Cc1ccccc1-c1nc(CN2CCC(C(=O)NC3CCCCC3)CC2)c(C)o1	.	-5	-6	.	2	2	-1
COc1cc(C(=O)NCCc2ccc(S(=O)(=O)N3CCCC3)cc2)cc(OC)c1OC	-2	-3	3	10	0	-4	5
FC(F)(F)c1cccc(Cc2noc(CN3CCC(N4CCCCC4)CC3)n2)c1	-3	0	3	2	3	.	-7
COC(=O)c1cc(S(=O)(=O)Nc2cccc(-c3ccno3)c2)c[nH]1	1	.	3	-6	1	10	-1
COc1ccc(NC(=O)c2ccc(NC(=O)CN3CCN(c4ccc(O)cc4)CC3)cc2)cc1	12	0	-4	10	3	.	-2
O=C(CC1CCCC1)NCCS(=O)(=O)N1CCN(c2ccc(F)cc2)CC1	.	1	-5	.	-3	9	-1

Compound activity from PubChem BioAssay.
